M. tuberculosis GlmU = inhibition of mycobacterial GlmU enzyme – biochemical, glucosamine-1-phosphate acetyltransferase (AID 1376) | Bifunctional protein GlmU (Mycobacterium tuberculosis (strain ATCC 25618 / H37Rv)) | M. tuberculosis GlmU acetyltransferase enzyme assay; higher % means a stronger effect | one-dose inhibition, %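 (tested at 30 µM in the primary screen)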; IC50 in µM for titrated hits | 220,000 compounds, 0.25% hits; in the data active = inhibition above about 13%; inconclusive = no clear call, values can overlap the other calls;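 note: 0% = complete reaction with vehicle and 100% = reaction without substrate; strong numbers were not always called active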
Mtb RmlCD inh = M. tuberculosis RmlC/RmlD coupled enzyme inhibitors, primary screen, biochemical, compound mixtures, 384-well, from 1536-well plates; RmlC+RmlD coupled enzyme assay, percent inhibition; primary screen in compound mixtures; inhibition, % at 3.6 µM; 160,000 compounds, 0.03% hits; AID 1533, 2009; in the data active = inhibition mostly above about 34%, no sharp cut-off; inconclusive = no clear call, values can overlap the other calls; inactive = mostly below about 22%; note: some results filed as inactive read as strong as hits
Target sequence (P9WH09 whole entry, looked up): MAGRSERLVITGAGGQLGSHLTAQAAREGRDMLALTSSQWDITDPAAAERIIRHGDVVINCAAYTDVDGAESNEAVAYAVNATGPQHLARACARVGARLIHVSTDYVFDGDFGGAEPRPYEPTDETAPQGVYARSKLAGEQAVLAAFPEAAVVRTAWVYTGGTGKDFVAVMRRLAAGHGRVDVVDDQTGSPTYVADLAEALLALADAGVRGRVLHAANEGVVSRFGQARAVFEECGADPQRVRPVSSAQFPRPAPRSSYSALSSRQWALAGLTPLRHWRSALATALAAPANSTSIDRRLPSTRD
Target sequence (P9WH11 whole entry, looked up): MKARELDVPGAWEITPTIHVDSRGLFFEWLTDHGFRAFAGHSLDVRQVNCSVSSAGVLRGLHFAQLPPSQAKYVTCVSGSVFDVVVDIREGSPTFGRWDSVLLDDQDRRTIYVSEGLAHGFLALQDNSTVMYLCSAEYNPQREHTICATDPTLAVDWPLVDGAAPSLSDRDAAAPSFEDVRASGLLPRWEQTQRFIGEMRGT
An asterisk follows results filed as active; ? = inconclusive; . = not tested or not shown. Some of the compounds tested (hit frequency here may not be typical).

SMILES	M. tuberculosis GlmU	Mtb RmlCD inh
CCOC(=O)c1c(NC(=O)Cn2cnc3scc(-c4ccc(C)cc4)c3c2=O)sc(C)c1C	2.0%	-9
Cc1cccc(C(=O)NNS(=O)(=O)c2ccccc2)c1O	7.2%	-13
Cc1ccc(C)c(NC(=O)Cn2nc(-c3ccccc3)nc2-c2ccccc2)c1	-2.0%	-1
Cc1oc(-c2ccccc2F)nc1CN1CCC(C(=O)NCc2cccnc2)CC1	-4.0%	.
COc1ccc(/C=N/Nc2cc(N3CCCC3)nc(N3CCCC3)n2)cc1	-2.0%	5
COc1cccc2c1OCC(C(=O)NCc1ccc(Cl)cc1Cl)=C2	0.7%	29
Cc1cc(NS(=O)(=O)c2ccccc2)cc(Cl)c1O	3.8%	7
CN1C(=O)/C(=N\OC(=O)c2cccc3ccccc23)c2ccccc21	-4.4%	-2
CCc1nnc(NC(=O)COc2ccc([N+](=O)[O-])cc2)s1	-0.9%	-9
O=C(O)/C=C/c1cnc2ccccc2c1	0.5%	.
Cc1ccc(-c2csc3nc(-c4ccncc4)[nH]c(=O)c23)cc1	4.6%	.
CS(=O)(=O)Nc1ccc(C(=O)NCc2ccc3c(c2)OCO3)cc1	2.4%	-8

Part of the list above in a different format.
Compound | M. tuberculosis GlmU | Mtb RmlCD inh
Cc1ccc(C)c(NC(=O)Cn2nc(-c3ccccc3)nc2-c2ccccc2)c1 | -2.0% | -1
COc1cccc2c1OCC(C(=O)NCc1ccc(Cl)cc1Cl)=C2 | 0.7% | 29
O=C(O)/C=C/c1cnc2ccccc2c1 | 0.5% | .
CS(=O)(=O)Nc1ccc(C(=O)NCc2ccc3c(c2)OCO3)cc1 | 2.4% | -8
COc1ccc(/C=N/Nc2cc(N3CCCC3)nc(N3CCCC3)n2)cc1 | -2.0% | 5

Later entries.
SMILES	M. tuberculosis GlmU	Mtb RmlCD inh
CN1CCN(c2ncc(C=O)s2)CC1	1.0%	-13
COc1cc(OC)cc(C(=O)NC(=S)N2CCN(c3ccc(C(F)(F)F)cc3[N+](=O)[O-])CC2)c1	3.9%	-4
CCC(=O)c1ccc2c(c1)OCCO2	-2.7%	8
COc1ccc(N(C(=O)c2ccc(S(=O)(=O)N3CCOCC3)cc2)C2C=CS(=O)(=O)C2)cc1 (stereo unspecified)	-1.6%	11
Cc1ccc(S(=O)(=O)N2CCC(C)CC2)cc1[N+](=O)[O-]	1.2%	.
CC(C)(C)C(=O)Nc1ccc(C(=O)Nc2cccnc2)cc1	-0.5%	.
COc1ccc(C)cc1NC(=O)CN1CCN(C/C=C/c2ccccc2)CC1	-3.3%	.
CC(=O)c1sc(NC(=O)c2ccco2)nc1-c1ccccc1	1.2%	.
Cc1cc(Cl)c(S(=O)(=O)N2CCN(c3ccc(F)cc3)CC2)cc1OCC(N)=O	-0.8%	.
Cc1ccc(CNC(=O)COC(=O)c2cnccn2)cc1	2.0%	.
CCC1=Nc2cc(C(=O)NCc3cccnc3)ccc2Sc2ccc(C)cc21	-1.7%	-10
CC(C)[C@H](NC(=O)OC(C)(C)C)c1nnc(SCC(=O)Nc2ccc(Br)cc2)o1	-1.0%	-3
COC(=O)c1sc(N2C(=O)C(=O)/C(=C(/O)c3ccc(C)cc3)C2c2ccco2)nc1C (stereo unspecified)	-0.8%	.
COc1ccccc1CCn1c(N)c(C#N)c2nc3ccccc3nc21	3.5%	5
Cc1nn(CCCC(=O)Nc2cnn(Cc3ccc(F)cc3)c2)c(C)c1[N+](=O)[O-]	2.2%	12
Cc1nc(N)sc1C(=O)N/N=C/c1ccccc1[N+](=O)[O-]	-2.0%	8
Cc1nc(N2CCN(Cc3ccc4c(c3)OCO4)CC2)c2cc(-c3ccccc3)sc2n1	0.5%	-11
O=C1N(c2ccccc2)C[C@@H]2C[C@@H](c3cccc4c3OCO4)N3CCC[C@@]123	-5.3%	.
Cc1nn(Cc2ccccc2)c(C)c1C(=O)O	1.1%	8
C#CCOCCOCCOCCNc1nc(N2CCN(C(=O)C([C@@H](C)CC)n3cc(C(N)Cc4ccc(O)cc4)nn3)CC2)nc(N2CCN(C(=O)[C@H](CCC(=O)O)n3cc(C(N)CO)nn3)CC2)n1 (stereo partly specified)	0.8%	.
CCN1CCN(CCOCCOc2ccccc2-c2ccccc2)CC1	-4.0%	5
CCC(OC(=O)c1cccs1)C(=O)NCc1ccc2c(c1)OCO2 (stereo unspecified)	-0.1%	.
CC(NC(=O)COC(=O)c1ccc([N+](=O)[O-])s1)c1ccccc1 (stereo unspecified)	-4.1%	11
CCCCOC(=O)C(C)Sc1n[nH]c(=O)[nH]c1=O (stereo unspecified)	1.0%	.

5 entries from above, reformatted:
Screens in order – M. tuberculosis GlmU	Mtb RmlCD inh
Cc1ccc(S(=O)(=O)N2CCC(C)CC2)cc1[N+](=O)[O-]
  1.2%	.
CC(C)(C)C(=O)Nc1ccc(C(=O)Nc2cccnc2)cc1
  -0.5%	.
COc1ccc(C)cc1NC(=O)CN1CCN(C/C=C/c2ccccc2)CC1
  -3.3%	.
CC(=O)c1sc(NC(=O)c2ccco2)nc1-c1ccccc1
  1.2%	.
Cc1cc(Cl)c(S(=O)(=O)N2CCN(c3ccc(F)cc3)CC2)cc1OCC(N)=O
  -0.8%	.

The list goes on:
SMILES	M. tuberculosis GlmU	Mtb RmlCD inh
Cc1ccc(CN=Cc2[nH]c3ccc(Br)c(Cl)c3c2O)cc1	-1.7%	.
O=S(=O)(NCCc1ccccn1)c1cccs1	-3.2%	.
Oc1ccc(/C=N/Nc2cc(N3CCOCC3)nc(N3CCOCC3)n2)cc1	-1.6%	.
COc1ccc(OC(=O)N(C)C)c(CN(C)C)c1	-1.3%	11
CN(C(=O)/C(N=Nc1cccc(C(F)(F)F)c1)=C(\O)C(F)(F)F)c1ccccc1	4.7%	-6
COc1ccc2cc(CCNC(=O)C(C)C)c(=O)[nH]c2c1	8.0%	5
CC(=O)N1CCN(C(=S)c2cccc([N+](=O)[O-])c2)CC1	0.7%	.
COc1cc(C(Nc2ccc(S(=O)(=O)NCC3CCCO3)cc2)C(=O)NC(C)(C)C)cc(OC)c1OC (stereo unspecified)	14%*	16
Cc1cc2cc(C#N)c(NCCNC(=S)NCCCN3CCOCC3)nc2cc1C	-2.0%	6
S=C(c1cn(Cc2ccccc2)c2ccccc12)N1CCOCC1	1.0%	10
CC[C@@H](C)[C@H](NC(=O)OCc1ccccc1)c1nnc([C@@H](NC(=O)OCc2ccccc2)[C@@H](C)CC)o1	1.9%	.
CCN(C(=O)CSc1nc2ccc([N+](=O)[O-])cc2s1)C1CCS(=O)(=O)C1 (stereo unspecified)	2.9%	-6
CC(C)N(Cc1nc(-c2ccccc2)no1)C(=O)CN(C)S(=O)(=O)c1ccc(Br)cc1	1.9%	-6
Cn1cnc(C(F)(F)F)c1-c1ccc([N+](=O)[O-])cc1	3.0%	4
CCC(C)NC(=O)CSc1ncccc1C(=O)O (stereo unspecified)	-4.5%	.
Cc1ccccc1CN1C[C@@H]2C[C@@H](c3cn(C)nc3-c3ccccc3)N3CCC[C@@]23C1=O	-1.5%	0
O=C(NCc1ccco1)c1cccn2c(=O)c3sccc3nc12	8.8%	.
COCc1nnc(NC(=O)CC(C)c2ccccc2)s1 (stereo unspecified)	-3.2%	.
O=C(Nc1cccn(Cc2ccccc2)c1=O)NC1CCCCC1	-9.0%	-6
Cc1cnn(C(=O)c2cc(-c3ccccc3)nc3ccccc23)c1	-1.7%	-7
C=C(C)C(=O)N1CC2(CC(c3cccc(NC(=O)CCCCC)c3)=NO2)C[C@H]1C(N)=O (stereo partly specified)	1.2%	.
CCCOc1ccc(-c2nnn(CC(=O)c3ccc4c(c3)OCCO4)n2)cc1	-4.9%	.
C=C(C)CN(CC)C(=O)c1ccc(OC2CCN(S(=O)(=O)N(C)C)CC2)cc1	2.8%	-1
N#Cc1ccc(C(c2nnnn2Cc2ccccc2)N2CCCC2)cc1 (stereo unspecified)	-2.3%	.
COC(=O)c1c(N)n(CCCN2CCOCC2)c2nc3ccccc3nc12	1.1%	.
CCOC(=O)C1C(c2ccc([N+](=O)[O-])cc2)C2C(=O)NN=C2CC1(C)O (stereo unspecified)	-0.3%	-19
O=C1c2ccccc2NC(c2ccc(Cl)cc2Cl)N1Cc1ccccc1 (stereo unspecified)	-4.9%	-5
Nc1nnc(SCC(=O)OCc2ccc(Cl)c(Cl)c2)s1	0.5%	-9
COc1ccc2[nH]c3c(=O)n4c(nc3c2c1)SCC4	0.1%	2
CC(C)N(Cc1nc(-c2ccccc2)no1)C(=O)c1ccc([N+](=O)[O-])cc1	-2.6%	.
CC(C)c1oc(=O)cc2c1[C@@H](O)[C@H]1OC(=O)[C@@]3(C)C[C@@H](O)[C@@H](O)[C@@]2(C)C13 (stereo partly specified)	-1.4%	.
COc1ccc(NC(=O)/C=C/C(=O)O)c([N+](=O)[O-])c1	1.0%	.
O=C(O)CSc1nnc(Cc2ccccc2)n1-c1ccccc1	1.8%	-1
CCCCC(c1nnnn1CCOC)N1CCN(CC)CC1 (stereo unspecified)	-0.1%	.
COc1ccc(OC)c(-n2c(-c3cc(-c4ccccc4)n[nH]3)n[nH]c2=S)c1	1.0%	.
CCN(CC)Cc1cc(NC2=NS(=O)(=O)c3ccccc32)ccc1OC(=O)C(C)C	8.7%	-11
Brc1ccc(-c2nc3ncccn3c2NC2CCCCC2)o1	-7.1%	.
COC(=O)c1c(NC(=O)CSc2nnc(-c3ccco3)n2Cc2ccccc2)sc(C)c1C	-2.1%	.
CC(C)CC(=O)NC(c1cccs1)c1ccc2cccnc2c1O (stereo unspecified)	7.4%	-12
Cc1ccc(CNC(=O)COC(=O)Cc2ccc(-c3ccccc3)cc2)cc1	3.0%	.
O=C(Nc1cccc2ccccc12)N1CCN(Cc2ccccc2)CC1	2.9%	-2
CC1CCC(C(C)C)C(OCC(O)CNC(C)(C)C)C1 (stereo unspecified)	-6.2%	6
CCn1nc(CC(=O)Nc2nnc(CC(=O)N3CCCCC3)s2)c2ccccc2c1=O	.	62
Cc1nc(C)c(C(=O)NNS(=O)(=O)c2ccccc2)s1	2.5%	.
CC(C)NS(=O)(=O)c1ccc(CCC(=O)N2CCc3ccccc3C2)cc1	4.3%	13
COc1cc(OC)cc(-c2nc(-c3cccs3)no2)c1	-2.3%	22
C=CCSc1ncccc1C(=O)NCc1ccccc1	6.6%	13
C(=Nc1cccc2c(N=Cc3ccco3)cccc12)c1ccco1	-3.1%	-3
Cc1ccc(NC(=O)Cn2nnc3ccccc32)cc1	-1.3%	11
Cc1cc2cc3c(cc2nc1SCC(=O)Nc1nc(C)c(C)s1)OCO3	4.4%	12
Cn1c(Cn2c3ccccc3c3ccccc32)n[nH]c1=S	1.3%	-10
Cc1ccc(-n2c(SCC(=O)NCC3CCCO3)nc3n[nH]c(C)c3c2=N)cc1Cl (stereo unspecified)	2.9%	6
COc1ccc(S(=O)(=O)NC(CC(=O)O)c2ccco2)cc1 (stereo unspecified)	1.8%	.
COc1cc(OC)c(OC)cc1CN1CCN(c2ccccc2OC)CC1	-7.9%	?
CCO[C@H]1OC(C(=O)N2CCOCC2)=C[C@@H](c2coc3ccccc3c2=O)[C@@H]1CCCO	0.3%	.
Cc1ccccc1N(CC(=O)O)S(C)(=O)=O	1.2%	.
NS(=O)(=O)c1ccc(CCNC(=O)CSc2ccsc2[N+](=O)[O-])cc1	2.8%	-9
Cc1cccc2cc(CN(CC3CCCO3)C(=S)Nc3ccccc3)c(=O)[nH]c12 (stereo unspecified)	-2.1%	.
CCN(CC(=O)NCc1cccs1)C(=O)c1ccc(S(=O)(=O)N(C)C)cc1	1.2%	-10
Fc1ccc(N2N=C(c3cccs3)CC2c2ccccc2)cc1 (stereo unspecified)	5.8%	-14
Following part
SMILES	M. tuberculosis GlmU	Mtb RmlCD inh
O=C(COC(=O)c1cccnc1Cl)NCc1ccco1	5.5%	4
Cc1cccc(C)c1N1CCN(C(=O)Cn2cncn2)CC1	-2.2%	4
COC(=O)c1ccc(N=Cc2c(C(F)(F)F)[nH]n(C)c2=O)cc1	0.1%	-1
Nc1ccc(-c2nc3ccc(C(=O)O)cc3s2)cc1	2.8%	23
CC1CCc2c(c3ccccc3[nH]c2=O)O1 (stereo unspecified)	1.4%	-4
C=CCSc1ncc(-c2ccccc2)cn1	3.7%	10
Cc1cc(C(=O)N/N=C2\CC(=O)CC(C)(C)C2)c2ccccc2n1	-4.6%	4
Cc1cc(NC(=O)C2C3C(=O)N(CCC(C)C)C(C(=O)NCc4ccccc4)C34C=CC2(C)O4)no1 (stereo unspecified)	3.0%	12
COc1ccc(CC(=O)N2CCN(c3ccc(C4=NNC(=O)CC4C)cc3)CC2)cc1 (stereo unspecified)	.	-6
O=S(=O)(Nc1ccccc1O)c1cccc2cccnc12	2.0%	.
c1ccc2c(c1)[nH]c1c(N3CCC4(CC3)OCCO4)ncnc12	2.5%	7
COc1cc(/C=N/NC(=Nc2ccc(C)cc2)c2nc3ccccc3s2)ccc1O	3.1%	2

Single records (already shown).
O=S(=O)(Nc1ccccc1O)c1cccc2cccnc12 in the list: M. tuberculosis GlmU = 2.0%; Mtb RmlCD inh = .
C=CCSc1ncc(-c2ccccc2)cn1 in the list: M. tuberculosis GlmU = 3.7%; Mtb RmlCD inh = 10

Next compounds follow:
SMILES	M. tuberculosis GlmU	Mtb RmlCD inh
COc1ccc(-c2c(C(C)=O)c(C)nc3sc4c(=O)[nH]nnc4c23)cc1	3.5%	-10
CC(C)CC(=O)NC(NC(=O)CC(C)C)c1cccc([N+](=O)[O-])c1	3.8%	43
COc1ccc(CCNCC(=O)Nc2ccccc2C(F)(F)F)cc1	0.3%	-7
COc1ccc(N2CCN(C(CNC(=O)C(=O)NCc3ccncc3)c3ccco3)CC2)cc1 (stereo unspecified)	-2.4%	17
